Screens deposited in PubChem by National Center for Advancing Translational Sciences (NCATS).
USP2a block: qHTS Assay for Inhibitors of Ubiquitin-specific Protease USP2a Using CHOP2 as the Reporter. Potency, µM (highest dose often 38.3 µM), for inactives: at the highest dose activity change, negative = inhibition, usual class: inhibitors. AID 463254, 2010. Ubiquitin carboxyl-terminal hydrolase 2 (Homo sapiens), O75604. 0.01% of 330,000 active. USP2 core, Ub-CHOP2 coupled fluorogenic reporter, 485/531;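 further: potency means the concentration at half of the fitted maximal effect; plate controls were DMSO wells for no effect and full inhibition by NEM control for full effect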
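Cell-free coupled assay: 10nM USP2 core preincubated 30min RT with compound in Tris-HCl pH 8.0/CaCl2/CHAPS buffer, then 25nM Ub-CHOP2 and 25nM reporter substrate; fluorescence (Ex 485/Em 531) read after 60min RT, normalized to NEM inhibition, concentration-response curves fitted.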
GALK inhibitor: qHTS Assay for Inhibitors of Human Galactokinase (GALK). P51570. Purified GALK, Kinase-Glo residual ATP luminescence. Potency, µM (highest dose often 57.5 µM), for the others: top-dose activity change, negative = inhibition, actives largely listed as inhibitors. 0.007% of 270,000 active; further: potency means the concentration at half of the fitted maximal effect
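ATP-depletion format; final 35 uM ATP, 100 uM D-galactose, 5 nM enzyme; pH 8.0 HEPES/Mg2+ buffer; 60 min RT; luminescence read 10 min after detection reagent.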
KCNH2 3.1 block: qHTS for Inhibitors of KCHN2 3.1: Mutant qHTS; U2OS KCNH2 3.1, thallium flux FluxOr; stronger effect = lower value; activity change, % (tested at about 1.8 µM); 0.95% of 340,000 active;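 active means maximum activity change below -70%; inconclusive means maximum activity change from -70% to -50%; inactive means maximum activity change above -50%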;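 further: thallium influx rate constant from kinetic fluorescence after stimulation buffer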
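FluxOr-based Tl+ influx in U2OS cells transduced with KCNH2 3.1 virus; rate constants normalized to DMSO controls.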
Giardia kill: Small Molecules that selectively kill Giardia lamblia: qHTS; Giardia lamblia trophozoite viability; 0.15% of 340,000 active; activity change, % at 7.66 µM, hits read low; in the data active means activity change below about -80%; inconclusive means between about -30% and that limit;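 further: parasites exposed to compound for two days anaerobically before the ATP read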
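ATP-content bioluminescence gauges trophozoite survival. Cells (100/well) receive compound and incubate anaerobically for 48 hrs at 37 deg C; detection reagent follows for 15-30 min at room temperature.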
BCR signal inh: qHTS Assay to Find Inhibitors of Chronic Active B-Cell Receptor Signaling; ABC-DLBCL IkBa-CBG/CBR reporter, luminescence ratio, 4 h; 0.05% of 340,000 active; Potency, µM (series often up to 46.1 µM), without a hit: top-dose ratio change, negative = lower green/red ratio, actives largely listed as inhibitors; AID 493014, 2011; active means well fitted inhibition curve with a large enough effect in the signal ratio, with a control signal flat, not every such curve was filed as active; inconclusive means small, poorly fitted or top-dose-only effect, or effect the other way, or a change in a side signal; the % refers to the signal ratio;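 further: potency means the concentration at half of the fitted maximal effect; plate controls were basal doxycycline-induced cells for no effect and cells given 10 µM MG132 for full effect; MG132 reads +100%, hits lower the ratio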
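Concentration-response series (up to 46 uM) were applied to TMD8 dual-reporter cells for 4 h at 37C with doxycycline. Green/red ratio, after filter-overlap correction, defined %Activity; red signal alone was normalised to basal cells and zero luminescence.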
Eya2 phos inh: qHTS Assay for Inhibitors of the Phosphatase Activity of Eya2; Protein phosphatase EYA2 (Homo sapiens), O00167; 0.006% of 330,000 active; recombinant Eya2, OMFP fluorescence dephosphorylation (OMFP is methylfluorescein phosphate); Potency, µM (highest dose often 76.9 µM), for inactives: at the highest dose activity, negative = inhibition, actives largely listed as inhibitors; AID 488837, 2010; further: potency means the concentration at half of the fitted maximal effect
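Eya2 protein (added as 0.2 uM solution) was preincubated with compound for 10 min at ambient temperature in 50 mM HEPES pH 7.5, 50 mM NaCl, 5 uM MgCl2, 0.05% BSA, 1 mM DTT. OMFP (added at 50 uM) then reacted 10 min; fluorescence read at 485/525 nm.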
PKM2 act: qHTS Assay for Activators of Human Muscle isoform 2 Pyruvate Kinase; purified PKM2, Kinase-Glo ATP luminescence, activation; response scale: 0% is enzyme alone, no compound; 0.34% of 260,000 active; AID 1631, 2009; Potency, µM (titrated, usually from 57.5 µM), for inactives: top-dose activation, most hits filed as activators; Pyruvate kinase PKM (Homo sapiens), P14618; further: potency means the concentration at half of the fitted maximal effect; nearly all actives have a fitted effect of over 55% in size
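Purified hPK-M2 (>95% pure) converted ADP (0.1 mM final) to ATP with 0.5 mM PEP in 50 mM imidazole pH7.2, KCl, MgCl2, Tween 20, BSA; 1 h at room temperature. ATP detected by Kinase-Glo luminescence.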
uPA surface inh: qHTS for Inhibitors of Cell Surface uPA Generation | cell surface uPA generation assay, qHTS | 0.31% of 330,000 active | AID 540303, 2011 | Potency, µM (doses to about 38.3 µM), for inactives: at the highest dose activity change, negative = inhibition, usual class: inhibitors; active means well fitted inhibition curve with a large enough effect; inconclusive means small, poorly fitted or top-dose-only effect; inactive means no such curve, though single readings can be large or run the other way; tested in mouse RAW 264.7 cells; further: potency means the concentration at half of the fitted maximal effect; nearly all actives have a fitted effect of over 55% in size
Coupling enz: qHTS Assay for Inhibitors of Fructose-1,6-bisphosphate Aldolase from Giardia Lamblia: Coupling assay counterscreen; 0.67% of 290,000 active; activity change, negative = inhibition, % at 58.2 µM, hits read low; AID 2472, 2010; coupling enzyme system counterscreen, AmpLite Red fluorescence; in the data active means activity change below about -30%
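Counterscreen of the coupled detection system alone, without aldolase: glyceraldehyde-3-phosphate coupling enzymes plus AmpLite Red readout. Compounds at 57.5 uM final, 10 min RT preincubation, 20 min RT reaction, fluorescence 525/598 nm.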
B2AR arrestin: qHTS assay of beta-arrestin-biased ligands of beta2-adrenergic receptor; beta-arrestin recruitment to beta2AR, cell-based reporter; Potency, µM (highest dose often 46.1 µM), inactives show at the top dose activation, most hits filed as activators; 0.02% of 330,000 active; AID 492947, 2010;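 further: potency means the concentration at half of the fitted maximal effect; 0% = DMSO controls and full agonism = EC100 isoproterenol or metaproterenol; nearly all actives have a fitted effect of over 65% in size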
KCNH2 WT inh: qHTS for Inhibitors of KCHN2 3.1: Wildtype qHTS; Voltage-gated inwardly rectifying potassium channel KCNH2 (Homo sapiens), Q12809; U2OS, BacMam KCNH2, thallium flux FluxOr; stronger effect = lower value; activity change, % at 1.84 µM; 0.37% of 340,000 active; AID 720551, 2013;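 active means maximum activity change below -70%; inconclusive means maximum activity change between -70% and -50%; inactive means maximum activity change above -50%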
Target sequence (Q12809 whole entry, looked up): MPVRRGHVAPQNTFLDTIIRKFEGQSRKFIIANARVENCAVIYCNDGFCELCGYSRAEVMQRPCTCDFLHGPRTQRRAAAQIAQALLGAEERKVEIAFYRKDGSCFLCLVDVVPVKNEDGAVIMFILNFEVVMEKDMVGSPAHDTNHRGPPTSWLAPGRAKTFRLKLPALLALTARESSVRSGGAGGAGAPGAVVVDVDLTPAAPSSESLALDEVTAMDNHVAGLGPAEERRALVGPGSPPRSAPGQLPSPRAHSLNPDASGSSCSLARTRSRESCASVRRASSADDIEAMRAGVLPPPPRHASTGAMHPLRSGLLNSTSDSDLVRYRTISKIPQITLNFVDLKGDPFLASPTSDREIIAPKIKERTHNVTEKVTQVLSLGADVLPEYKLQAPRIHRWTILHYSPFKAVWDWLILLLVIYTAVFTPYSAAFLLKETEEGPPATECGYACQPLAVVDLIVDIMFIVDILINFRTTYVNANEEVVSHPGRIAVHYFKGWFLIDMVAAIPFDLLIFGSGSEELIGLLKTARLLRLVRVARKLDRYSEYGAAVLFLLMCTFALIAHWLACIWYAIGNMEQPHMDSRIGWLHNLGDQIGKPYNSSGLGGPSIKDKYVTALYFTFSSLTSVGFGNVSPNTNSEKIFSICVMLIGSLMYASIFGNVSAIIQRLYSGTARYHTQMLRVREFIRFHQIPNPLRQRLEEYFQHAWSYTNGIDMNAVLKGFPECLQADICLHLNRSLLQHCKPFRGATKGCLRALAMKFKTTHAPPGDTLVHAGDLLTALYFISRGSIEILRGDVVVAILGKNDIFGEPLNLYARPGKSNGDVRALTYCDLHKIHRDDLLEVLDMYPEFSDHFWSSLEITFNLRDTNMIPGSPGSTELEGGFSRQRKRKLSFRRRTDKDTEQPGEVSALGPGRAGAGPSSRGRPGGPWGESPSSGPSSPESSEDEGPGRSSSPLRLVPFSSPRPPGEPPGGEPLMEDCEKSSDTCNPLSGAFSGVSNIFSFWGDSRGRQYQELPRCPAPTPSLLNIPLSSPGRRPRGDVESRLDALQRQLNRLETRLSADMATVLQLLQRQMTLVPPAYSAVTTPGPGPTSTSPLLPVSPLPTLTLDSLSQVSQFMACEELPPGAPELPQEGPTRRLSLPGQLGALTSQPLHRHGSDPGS
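U2OS cells were transduced with wild-type KCNH2 virus (2.03 x 10^8 / mL) for 4 h at room temperature, then cultured overnight at 37 C. Thallium flux was read with FluxOr dye. Rate constants were normalized to DMSO controls.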
The depositor's hits bear a star; ? = inconclusive; nt = no result given; & = joins results of further samples; [ ] = dose if it differs, or a comment. Unless noted, the call rests on the fitted dose curve; in most records, active means well fitted curve in the direction sought with a large enough effect; inconclusive means small, poorly fitted or top-dose-only effect, or another doubt; inactive means no such curve, though single readings can be large; an effect the other way counts as inactive or inconclusive. Unless noted, on the % scale 0 is the no-effect control and ±100 the full control effect. Hits appear at their usual frequency. About 2.4% of those tested had a hit in this group.

SMILES | USP2a block | GALK inhibitor | KCNH2 3.1 block | Giardia kill | BCR signal inh | Eya2 phos inh | PKM2 act | uPA surface inh | Coupling enz | B2AR arrestin | KCNH2 WT inh
COc1ccc(N2CCN(CC(=O)NC(=O)NCc3ccco3)CC2)cc1 | 1% | 3% | -17 | 4 | -9% | -15% | 2% | 1% | -1 | 0.0% | -2
COc1ccc(-c2c(-c3ccc(C#N)cc3)oc(=O)c3cc(OC)c(OC)cc23)cc1 | -1% | nt | -16 | 0 | 0% | 8% | nt | 16% | nt | 0.2% | -25
CCN(CC)C(=O)CSc1nnc(CCN)o1 | -2% | 4% | 3 | 4 | 1% | 11% | 9% | nt | 0 | 0.0% | -4
O=C1C2C3C=CC(C3)C2C(=O)N1c1ccncc1 (stereo not given) | -1% | -2% | -5 | 3 | 1% | -8% | -1% | 3% | 2 | 0.1% | 7
O=C(NCc1ccco1)C(C(=O)c1ccc(F)cc1)n1ccccc1=O (stereo not given) | -1% | 0% | -8 | -2 | 3% | 15% | -10% | -3% | 1 | -1.0% | -3
CCC(=O)Nc1cc2c(C)cc(=O)oc2cc1C | 0% | 1% | -10 | -9 | -16% | -27% | -3% | -4% | 1 | 0.5% | -2
COc1ccc(-n2nc(C(=O)NCC(=O)N3CCCCC3)c3ccccc3c2=O)cc1 | 0% | 1% | -4 | -12 | 4% | -18% | -6% | -2% | 3 | -0.3% | -26
CCCCOC(=O)/C=C\C(=O)NC(N)=O | 1% | nt | -12 | -13 | ? | -12% | -1% | -1% | 0 | 4.6% | 1
O=C(COC(=O)Cc1n[nH]c(=O)c2ccccc12)Nc1ncc(Cl)cc1Cl | 3% | nt | 3 | 10 | -2% | 18% | nt | 2% | nt | 0.0% | -1
COc1cc(C(=O)NCCC(=O)NCCN2CCOCC2)cc(OC)c1OC | -2% | 1% | -7 | -10 | 1% | -14% | 2% | nt | 2 | -1.0% | -9
O=C(COC(=O)/C=C/c1ccc([N+](=O)[O-])cc1)NCC1CCCO1 (stereo not given) | -3% | 9% | -13 | -3 | -2% | 6% | 0% | 3% | 5 | 0.2% | 9
CC(=O)c1ccccc1C(=O)N1CCCC(C(=O)c2ccc(C(F)(F)F)cc2)C1 (stereo not given) | 2% | 0% | 0 | 7 | 5% | 4% | -1% | -21% | 0 | -0.8% | 4
Cc1cccc(C(=O)N=c2c(C#N)cc3c(=O)n4cccc(C)c4nc3n2Cc2ccco2)c1 | 0% | 1% | 1&5 | 11&-2 | 29% | 0% | -2% | -5%&-2% | 2 | -0.8% | -1&9
COCc1ccc(CN2CCC(n3nccc3NC(=O)CCCc3ccccc3)CC2)o1 | 2% | 0% | 6 | 8 | 1% | 3% | nt | 6% | 0 | 0.1% | 33
CC(OC(=O)CNC(=O)c1ccccc1)C(=O)Nc1ccc(S(=O)(=O)N2CCOCC2)cc1 (stereo not given) | 1% | nt | -8 | -1 | 10% | 3% | nt | 6% | nt | -0.1% | -3

A run of entries taken from the entries so far, as a working copy:
SMILES | USP2a block | GALK inhibitor | KCNH2 3.1 block | Giardia kill | BCR signal inh | Eya2 phos inh | PKM2 act | uPA surface inh | Coupling enz | B2AR arrestin | KCNH2 WT inh
O=C1C2C3C=CC(C3)C2C(=O)N1c1ccncc1 (stereo not given) | -1% | -2% | -5 | 3 | 1% | -8% | -1% | 3% | 2 | 0.1% | 7
O=C(NCc1ccco1)C(C(=O)c1ccc(F)cc1)n1ccccc1=O (stereo not given) | -1% | 0% | -8 | -2 | 3% | 15% | -10% | -3% | 1 | -1.0% | -3
CCC(=O)Nc1cc2c(C)cc(=O)oc2cc1C | 0% | 1% | -10 | -9 | -16% | -27% | -3% | -4% | 1 | 0.5% | -2
COc1ccc(-n2nc(C(=O)NCC(=O)N3CCCCC3)c3ccccc3c2=O)cc1 | 0% | 1% | -4 | -12 | 4% | -18% | -6% | -2% | 3 | -0.3% | -26
CCCCOC(=O)/C=C\C(=O)NC(N)=O | 1% | nt | -12 | -13 | ? | -12% | -1% | -1% | 0 | 4.6% | 1
O=C(COC(=O)Cc1n[nH]c(=O)c2ccccc12)Nc1ncc(Cl)cc1Cl | 3% | nt | 3 | 10 | -2% | 18% | nt | 2% | nt | 0.0% | -1

Next part:
SMILES | USP2a block | GALK inhibitor | KCNH2 3.1 block | Giardia kill | BCR signal inh | Eya2 phos inh | PKM2 act | uPA surface inh | Coupling enz | B2AR arrestin | KCNH2 WT inh
Cc1ccc(C(C(=O)NC2CCCCC2)N(C(=O)c2csnn2)C2CCCC2)o1 (stereo not given) | 1% | -1% | 7 | -3 | ? | -24% | 5% | -1% | 0 | -0.1% | 8
CCOC(=O)c1cnc2c(CC)cccc2c1NCCN1CCOCC1 | 3% | 1% | -3 | -28 | ? | 2% | -13% | -2% | 1 | 0.6% | -2
O=C(OCC(O)C(O)COC(=O)c1ccccc1)c1ccccc1 (stereo not given) | -5% | 4% | 3 | -11 | ? | -2% | -1% | 6% | 1 | -1.1% | -1
CC1CCN(C(=O)c2ccc3ccccc3c2)CC1 | -1% | 5% | 20 | 11 | -1% | 13% | -2% | 5% | 5 | 0.3% | -18
Cc1cc(C)nc(NS(=O)(=O)c2ccc(NC(=O)CN3C(=O)c4ccccc4C3=O)cc2)n1 | 0% | -2% | nt | nt | 24% | 19% | 5% | nt | 11 | -0.2% | nt
CC(=O)N1CC2(NC(=O)c3ccccc3N2)c2ccccc21 (stereo not given) | -1% | 0% | 5 | 3 | -16% | -3% | 0% | 24% | 0 | -0.3% | -12
CCOc1cccc(OCCCNCCCOC)c1 | -1% | -2% | -8 | 4 | 4% | -2% | 4% | 5% | 0 | 0.1% | 4
c1ccc(N2CCN(C3CC4CCC3C4)CC2)cc1 (stereo not given) | 1% | 0% | -5 | -7 | 3% | 4% | -2% | -2% | 2 | 0.0% | -4
O=C(NCC(=O)N1CCN(S(=O)(=O)/C=C/c2ccccc2)CC1)c1ccccc1F | 3% | -1% | -7 | 8 | -2% | 3% | 0% | -4% | -1 | 0.9% | -2
Cc1ccc(-n2nc3ccc(NC(=O)c4ccc5c(c4)OCO5)cc3n2)cc1 | -2% | -1% | 1 | 9 | 10% | -1% | 0% | nt | -3 | 0.4% | 3
CCCc1nnc(SCC(=O)Nc2ccc(NC(C)=O)cc2)n1-n1cccc1 | 1% | nt | 0 | 2 | 3% | 7% | nt | 0% | nt | 0.1% | -24
N/C(=N\OC(=O)c1ccc(Cl)cc1)c1cccnc1 | -1% | -1% | 0 | -2 | ? | 17% | -20% | 3% | 3 | 0.1% | 2
CC(C)C(=O)Nc1ccc(NC(=O)c2ccc3c(c2)OCO3)cc1 | 0% | -1% | -8 | 4 | -4% | 8% | -1% | 10% | 0 | -0.5% | -12
CC(=O)Nc1ccccc1C(=O)C(=O)Nc1ccccc1 | 2% | -2% | 9 | -18 | 2% | -2% | 2% | -7% | -2 | -0.7% | 1
Cc1cc(Oc2ccccc2)nc(SCC(=O)Nc2ccc(Cl)cc2Cl)n1 | 1% | -2% | -30 | 6 | 2% | 14% | -5% | nt | 3 | -0.3% | 1
Cc1cccc(N(Cc2ccccc2)C(=O)c2ccccc2S(C)(=O)=O)c1 | -1% | 1% | -7 | -7 | -2% | -7% | 1% | 1% | nt | -1.4% | 3
CC(=O)Nc1cccc(NC(=O)C2CCCN2C(=O)Nc2cccc(F)c2)c1 (stereo not given) | 2% | 1% | 6 | 55[activator] | 1% | 5% | -4% | 6% | 2 | -0.8% | -12
COC(=O)c1ccccc1NC(=O)c1onc(C)c1Cl | 0% | -2% | 34 | -23 | 2% | 22% | nt | 1% | 0 | -0.3% | -2
CN1CCN(CC(O)COc2ccc(S(=O)(=O)N3CCOCC3)cc2)CC1 (stereo not given) | -1% | nt | -2 | -1 | 5% | 14% | nt | -8% | nt | -2.7% | -11
COc1cc(NC(=O)Cc2cccs2)c(C(=O)O)cc1OC | 2% | 4% | 0 | -21 | 4% | 9% | 5% | 7% | -9 | -0.2% | 8
